HIF act: HIF pathway transcriptional activation. hit rate 0.32% among 300,000. AID 1910. U2OS HRE-luciferase reporter, luminescence; normalized: DMSO 0%, desferrioxamine 100%. activation, % at 7.5 µM (by protocol);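 active = mean activation of at least 10% of the iron chelator positive control signal, with at least half of replicates also reaching 10%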
TRPC6 inhibitor: blocks the mouse TRPC6 cation channel; Q61143; HEK293-TRPC6, membrane potential dye, ACh-evoked depolarization; stronger effect = lower value; B-score at 10 µM; hit rate 1.1% among 310,000; AID 2553;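 active = B-score under library mean minus 3 SD, initial fluorescence not abnormally high, positive integrated signal ratio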;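 note: B-score derived from integrated fluorescence ratio over the kinetic read; more negative B-score means stronger inhibition of depolarization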
Target sequence (Q61143 whole entry, looked up): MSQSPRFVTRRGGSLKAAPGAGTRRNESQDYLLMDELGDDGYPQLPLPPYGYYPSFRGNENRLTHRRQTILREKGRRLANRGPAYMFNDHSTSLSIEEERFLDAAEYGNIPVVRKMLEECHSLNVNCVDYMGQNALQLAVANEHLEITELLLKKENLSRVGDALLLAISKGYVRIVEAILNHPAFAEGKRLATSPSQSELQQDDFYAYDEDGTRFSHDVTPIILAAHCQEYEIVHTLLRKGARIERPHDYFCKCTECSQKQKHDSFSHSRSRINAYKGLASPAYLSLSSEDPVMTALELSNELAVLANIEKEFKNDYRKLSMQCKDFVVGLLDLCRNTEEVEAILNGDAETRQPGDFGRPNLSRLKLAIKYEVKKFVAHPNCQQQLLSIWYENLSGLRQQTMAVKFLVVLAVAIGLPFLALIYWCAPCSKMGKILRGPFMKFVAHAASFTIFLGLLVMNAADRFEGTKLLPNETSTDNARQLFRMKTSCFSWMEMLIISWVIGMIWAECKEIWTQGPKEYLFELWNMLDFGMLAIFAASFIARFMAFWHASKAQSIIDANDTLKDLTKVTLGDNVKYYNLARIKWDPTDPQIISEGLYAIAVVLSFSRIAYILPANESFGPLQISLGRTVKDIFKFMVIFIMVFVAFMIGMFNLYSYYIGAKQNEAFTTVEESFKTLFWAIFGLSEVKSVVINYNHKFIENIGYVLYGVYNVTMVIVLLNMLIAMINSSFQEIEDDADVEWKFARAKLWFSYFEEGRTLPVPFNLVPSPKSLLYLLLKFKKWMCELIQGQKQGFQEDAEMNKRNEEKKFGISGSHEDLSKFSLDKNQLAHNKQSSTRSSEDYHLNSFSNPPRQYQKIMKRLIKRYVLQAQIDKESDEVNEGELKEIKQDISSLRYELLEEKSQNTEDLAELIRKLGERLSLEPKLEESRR
TRPC4 inh: TRPC4 (mouse) channel inhibition; Q9QUQ5; HEK293 TRPC4beta/mu-opioid, DAMGO-evoked Fluo4 calcium flux; stronger effect = lower value; B-score at 10 µM; hit rate 0.39% among 300,000; AID 2247;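 active = B-score over 3 SD under the library average, no early fluorescence shift, positive overall ratio signal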
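Material: HEK293 cells with stable TRPC4beta plus mu-opioid receptor expression; probe or stimulus: DAMGO in two steps, submaximal then maximal; technique: Fluo4 calcium fluorescence by kinetic imaging, 5 s 1 Hz baseline; measure: integrated fluorescence ratio relative to baseline, converted to per-well B score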
MrgX1 antagonist: blocks BAM8-22 activation of human MrgX1 receptor | hit rate 1.3% among 310,000 | AID 588676 | B-score at 10 µM | MRGX1-HEK293 calcium flux, Fluo-4, BAM8-22 antagonism; stronger effect = lower value | Q96LB2;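 active = calcium-response B-score plate-corrected more than 3 library SD below zero, starting fluorescence within 5 deviations, no agonist response on first addition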;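 note: peak minus trough fluorescence over baseline after final BAM8-22 challenge near maximal dose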
TRPC4 PAM: TRPC4 (mouse) allosteric potentiation. Q9QUQ5. HEK293 TRPC4beta/mu-opioid, DAMGO EC20, Fluo-4 Ca2+ flux; stronger effect = higher value. B-score at 10 µM. hit rate 0.42% among 310,000. AID 2227;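 active = B-score of calcium response area above 5 SD of library B-scores, with initial fluorescence ratio within 5 SD of library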;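 note: B-score of integrated fluorescence ratio over time as area under calcium response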
MrgX1 ag: activates human MrgX1 receptor signaling; Q96LB2; MrgX1-HEK293 cells, Fluo-4 calcium fluorescence, agonist mode; stronger effect = higher value; B-score at 10 µM; hit rate 0.44% among 310,000; AID 588627;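 active = calcium response B-score plate-corrected fluorescence ratio at least 3 library SD, with starting fluorescence B-score inside 5 SD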
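System: HEK293 cells stably expressing human MrgX1 receptor; Dosing: test compound in the initial addition of three; Schedule: overnight plating, then 30 min 37 °C plus 30 min room-temperature dye loading; Detection: kinetic calcium dye fluorescence, Fluo-4 NW; Controls: per-plate positive and negative controls for Z′ factor.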
TRPC4 agonist: TRPC4 (mouse) channel activation; hit rate 0.49% among 310,000; AID 2237; B-score at 10 µM; HEK293 TRPC4beta/mu-opioid, Fluo4 calcium fluorescence; stronger effect = higher value;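 active = B-score above 5 SD of library B-scores, and initial fluorescence ratio not above library mean plus 5 SD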;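 note: positive B-score marks a calcium rise read as TRPC4 activation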
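System: HEK293 cells stably co-expressing mouse TRPC4beta and mu-opioid receptor; Schedule: Fluo4 dye loading 45 min at room temperature, 110 s recording; Detection: Fluo4 fluorescence, kinetic; Evaluation: B-scored integrated calcium fluorescence ratio; Controls: buffer (low) and maximal DAMGO (high).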
AI-2 QS modul: Vibrio harveyi AI-2 quorum sensing modulation; Vibrio harveyi JMH597 AI-2 luminescence/OD600 ratio, 9 h; stronger effect = lower value; strain lacks LuxN and CqsS sensors; 0 = neutral-control median; activity change, % at 7.5 µM; hit rate 0.4% among 300,000; AID 2094; in the data active = activity change below about -75%, passing the limit was not always enough;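 note: luminescence divided by OD600 gain over 9 h not by final OD600 alone; inactives centre near 13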
TRPC6 act: mouse TRPC6 channel activation; Q61143; HEK293-TRPC6 membrane potential dye fluorescence; stronger effect = higher value; hit rate 0.13% among 310,000; B-score at 10 µM;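 active = B-score of the integrated fluorescence ratio above library mean plus 3 SD, and starting fluorescence ratio within library mean plus 5 SD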;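 note: higher score means more depolarization so channel activation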
MrgX1 PAM: human MrgX1 positive allosteric modulation, primary screen; AID 588675; Q96LB2; MrgX1-HEK293, Fluo-4 calcium flux, FDSS; stronger effect = higher value; B-score at 10 µM; hit rate 0.63% among 310,000;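 active = plate-corrected calcium response at least 3 library SD above typical, normal starting fluorescence, not activating the receptor alone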;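 note: compound read alongside a low EC10 to EC30 dose of BAM8-22 agonist; peak minus trough fluorescence over baseline measured at the second addition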
PolyA inh: yeast polyadenylation inhibition; AID 1875; hit rate 0.02% among 300,000; calls only at 12 µM; S. cerevisiae SKY197-pL101 polyadenylation reporter, beta-gal luminescence; efflux-impaired pdr1/pdr3 knockout yeast; score 100 = 6 SD above DMSO;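 active = lowest replicate activity score at least 50, where 100 means six control SD above control mean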;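 note: yeast exposed to compound for 9 h at 30 °C; higher score means more reporter readthrough which indicates perturbed polyadenylation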
* = called active by the depositor; i = inactive; nt = no result given. A portion of the library. The share of hits here may be higher or lower than overall.

SMILES	HIF act	TRPC6 inhibitor	TRPC4 inh	MrgX1 antagonist	TRPC4 PAM	MrgX1 ag	TRPC4 agonist	AI-2 QS modul	TRPC6 act	MrgX1 PAM	PolyA inh
O=C(CCC1CCCCC1)NCc1ccccn1	1.3	i	i	i	i	i	i	-0.1	i	i	i
O=C(CSc1nnc(-c2cccs2)o1)OCc1ccccc1	-0.3	i	i	i	i	i	i	12.3	i	i	i
CCN(CC)CCNC(=O)c1ccc(NC(=O)C2CC(=O)N(c3ccc4c(c3)OCCO4)C2)cc1 (stereo not given)	-0.4	i	i	i	i	i	i	-7.5	i	i	i
Cc1ccc(-n2nc3c(c2NC(=O)C(C)C)CS(=O)(=O)C3)cc1	-0.3	-5.53*	i	i	i	i	i	18.8	i	i	i
Cc1ccc(CN2CCC(CNC(=O)Nc3ccccc3F)CC2)cc1	-1.0	i	i	i	i	i	i	23.9	i	i	i
CC(C)(C)c1ccc(C(=O)NCC(=O)OCc2ccc([N+](=O)[O-])cc2)cc1	0.4	i	i	i	i	i	i	19.1	i	i	i
CCOC(=O)Cc1c(C)nc2c(-c3ccccc3)c[nH]n2c1=O	0.4	i	i	i	i	i	i	52.2	i	i	i
CCOc1ccc(S(=O)(=O)Nc2nc3ccccc3nc2Nc2ccc(N3CCOCC3)cc2)cc1	0.0	i	i	i	i	i	i	4.9	i	i	i
CC(C)NC(=O)CN1CCN(C(=O)CCl)CC1	-1.1	i	i	i	i	i	i	2.8	i	i	i
O=C(c1cc(-c2ccco2)on1)N1CCOCC1	-0.2	i	i	i	i	i	i	13.7	i	i	nt
COc1cc(C2C(C#N)=C(N)Oc3c2ccc2ccccc32)ccc1OCC(=O)Nc1ccc(C)cc1 (stereo not given)	-0.4	i	i	i	i	i	i	41.6	i	i	i
O=C(CCl)N(c1ccccc1)C1CCS(=O)(=O)C1 (stereo not given)	-0.7	i	i	i	i	i	i	11.2	i	i	i
COc1cccc(C=Nc2cc(C)on2)c1O	-0.1	i	i	i	i	i	i	17.7	i	i	i
O=C(N/N=C/c1cccc([N+](=O)[O-])c1O)C(O)(c1ccccc1)c1ccccc1	-20.8	i	i	i	i	65.6*	i	65.4	i	i	i
CCn1ncc(/C=N/N=C2\CCC3C4CCc5cc(O)ccc5C4CCC23C)c1C (stereo not given)	-0.1	i	i	i	i	i	i	-6.6	i	i	i
COc1ccc(S(=O)(=O)NC2CCSc3ccccc32)cc1OC (stereo not given)	-0.1	i	i	i	i	i	i	0.0	i	i	i
O=C(O)c1ccc(NC(=O)c2ccc(COc3ccccc3)o2)cc1	-0.3	i	i	i	i	i	i	39.6	i	i	i
CCN(Cc1ccccc1)C(=O)Cn1c(=O)n(CCC(=O)N2CCCCC2)c(=O)c2sccc21	0.2	i	i	i	i	i	i	12.7	i	i	i
CC(C)NC(=O)c1ccccc1N(Cc1ccccc1)S(C)(=O)=O	0.1	i	i	i	i	i	i	22.3	i	i	i
Cc1ccc(-c2nnnn2C2C/C(=N\NC(N)=S)C3OCC2O3)cc1 (stereo not given)	-0.2	i	i	i	i	i	i	29.2	i	i	i
CN(Cc1ccccc1)Cc1nc2c(c(=O)n(C)c(=O)n2C)n1Cc1ccc(F)cc1	-0.8	i	i	i	i	i	i	24.0	i	i	i
CS(=O)(=O)c1ccc2sc(NC(=O)c3cc4ccccc4o3)nc2c1	1.1	i	i	i	i	i	i	34.2	i	i	i
COc1ccc(-c2cc(C(=O)N3CC(C)CC(C)C3)c3ccccc3n2)cc1OC (stereo not given)	0.0	i	i	i	i	i	i	23.5	i	i	i
CC(C)(C)C(=O)Nc1ccc(-c2nc3ccccc3c(=O)o2)cc1	0.4	i	i	i	i	i	i	24.2	i	i	nt
O=C(CN1CCN(c2ccc(Cl)cc2)CC1)Nc1ccc(F)cc1	-0.2	i	i	i	i	i	i	23.1	i	i	i
COC(=O)c1cc(NC(=O)C2COc3ccccc3O2)ccc1Cl (stereo not given)	0.8	i	i	i	i	i	i	1.1	i	i	i
COc1ccc(N2CCN(CCNS(=O)(=O)c3ccc(C)cc3)CC2)cc1	-16.3	i	i	i	i	i	i	44.0	i	i	i
CC(C)OCCCNC(=O)NC(=O)c1ccc(Cl)cc1	1.3	i	i	i	i	i	i	6.0	i	i	i
CCOCCOC(=O)C(C)Oc1ccc(Oc2nc(Cl)ccc2Cl)cc1 (stereo not given)	-0.1	i	i	-8.48*	i	i	i	12.8	i	i	i
COC(=O)Nc1nnc(-c2ccccc2Cl)s1	2.3	i	i	i	i	i	i	8.6	i	i	i
Cc1ccc(OCCCN2CCCC2)c(C)c1	0.2	i	i	i	i	i	i	8.3	i	i	i
COc1ccc(OC)c(NC(=O)CN(Cc2ccccc2)S(C)(=O)=O)c1	-0.2	i	i	-9.14*	i	i	i	9.4	i	i	i
CCC(CCC(=O)NNC(=O)Cc1ccc([N+](=O)[O-])cc1)C(=O)O (stereo not given)	0.2	i	i	i	i	i	i	2.9	i	i	i
Cc1ccc(C(C)C)c(OCc2ccc(-c3nnco3)cc2)c1	-1.9	i	i	i	i	i	i	13.8	i	i	i
COc1ccc(NC(=O)c2cc3c(s2)CCC3)cc1S(=O)(=O)N1CCOCC1	0.1	i	i	i	i	i	i	14.4	i	i	i
Cc1c(C(=O)NCc2cccs2)oc2ccc(S(=O)(=O)N3CCOCC3)cc12	-1.6	i	i	i	i	i	i	12.1	i	i	i
NC(=O)c1ccc(NC(=O)COC(=O)CCC(=O)c2ccc(Cl)cc2)cc1	0.0	i	i	i	i	i	i	8.5	i	i	i
O=C(CCn1c(=S)[nH]c2ccccc2c1=O)NCC1CCCO1 (stereo not given)	0.0	i	i	i	i	i	i	27.0	i	i	i
CC1CCN(S(=O)(=O)c2ccc(NC(=O)c3ccncc3)cc2)CC1	-0.3	i	i	i	i	i	i	24.7	i	i	i
COc1ccc(-c2nn(CCC#N)cc2C(=O)Nc2cccc(C(=O)O)c2)cc1OC	-2.4	i	i	i	i	i	i	1.1	i	i	i
COC(=O)c1cn(CCOc2ccccc2)c2ccccc12	1.7	i	i	i	i	i	i	2.4	i	i	i
Cc1ccc(C(=O)N(c2c(C)n(C)n(-c3ccccc3)c2=O)C(C)C)cc1	0.0	i	i	i	i	i	i	9.9	i	i	i
C=CCc1ccccc1OCC(O)CN1CCN(c2ccccc2OC)CC1 (stereo not given)	-0.7	i	-6*	i	i	i	i	35.0	i	i	i
COc1ccc2nnc(-c3ccc(C(F)(F)F)cc3)n2n1	0.1	i	i	i	i	i	i	9.4	i	i	i
CN(CC(=O)Nc1c(Cl)cccc1Cl)C(=O)c1cc2ccccc2cc1O	0.0	i	i	i	i	i	i	14.3	i	i	i
CC(C)COc1cccc(C(=O)Nc2ccc(S(=O)(=O)N3CCOCC3)cc2)c1	-0.6	i	i	i	i	i	i	7.6	i	i	i
COC(=O)/C(C#N)=C\c1c(OC)[nH]c2ccccc12	-0.1	i	i	i	i	i	i	7.9	i	i	i
CCOC(=O)c1c(N)sc(N)c1C(=O)OCC	0.2	i	i	i	i	i	i	23.2	i	i	i
Nc1nc2c(Cl)cc(Cl)cc2s1	-0.5	i	i	i	i	i	i	24.3	i	i	i
Cc1ccc(C)c(C(=O)NC(C)c2ccc(-n3ccnc3)cc2)c1 (stereo not given)	1.2	i	i	i	i	i	i	7.8	i	i	i
NC(=Nc1ccc(N)cc1)C(N)=Nc1ccc(N)cc1	-0.9	i	i	i	i	i	i	9.6	i	i	i
COC(=O)c1ccc(N/C(C)=C/C(=O)c2ccc(C)o2)cc1	0.0	i	i	i	i	i	i	26.1	i	i	i
Cc1[nH]c(=S)[nH]c(=O)c1Cc1ccc(OCC(C)C)cc1	-0.9	i	i	i	i	i	i	-47.6	i	i	i
Cc1cccc(C(=O)N/N=C2/SCC(=O)N2Cc2ccccc2)c1	-0.6	i	i	i	i	i	i	10.5	i	i	i
COc1ccc(-c2nnc(SCC(=O)NNC(=O)Cc3ccccc3)n2C)cc1OC	-0.3	i	i	i	i	i	i	46.8	i	i	i
O=C(Nc1ccccc1Oc1ccccc1)c1ccccc1F	0.1	i	i	i	i	i	i	24.2	i	i	i
Cc1cc2c(cc1C)NC1(C(=O)Nc3ccccc31)C1=C(CC(C)(C)CC1=O)N2 (stereo not given)	1.1	i	i	i	i	i	i	14.7	i	i	i
CC1CN(S(=O)(=O)c2ccccc2)C(C)CN1S(=O)(=O)c1ccccc1 (stereo not given)	-0.1	i	i	nt	i	nt	i	-2.2	i	nt	i
Cc1cc(C)nc(N2CCC(C(=O)NCc3ccccc3F)CC2)n1	0.2	i	i	i	i	i	i	13.1	i	i	i
CCc1noc(C)c1C(=O)N1CCC(CCC(=O)Nc2cccc(OC)c2)CC1	-0.4	i	i	i	i	i	i	10.0	i	i	i
The list continues.
SMILES	HIF act	TRPC6 inhibitor	TRPC4 inh	MrgX1 antagonist	TRPC4 PAM	MrgX1 ag	TRPC4 agonist	AI-2 QS modul	TRPC6 act	MrgX1 PAM	PolyA inh
C#CCOCCOCCOCCNc1nc(N2CCN(C(=O)[C@H]([C@@H](C)CC)n3cc([C@@H](N)CC(C)C)nn3)CC2)nc(N2CCN(C(=O)[C@H](CCCCN)n3cc([C@@H](N)C(C)CC)nn3)CC2)n1 (stereo not given in full)	-0.3	i	i	i	i	i	i	7.8	i	i	i
O=C(Nc1cccc(-c2ccc(N3CCOCC3)nn2)c1)c1ccc([N+](=O)[O-])cc1	3.5	i	i	i	i	i	i	25.5	i	i	i
CC(=O)c1cnc2c(-c3cccc(Br)c3)cnn2c1C	0.8	i	i	i	i	i	i	-3.5	i	i	i
O=C(O)c1cccc(Nc2ccnc(Nc3cccc(C(=O)O)c3)n2)c1	-2.9	i	i	i	i	i	i	0.3	i	i	i
CCCCOc1ccc(CSc2n[nH]c(C)n2)cc1	1.5	i	i	i	i	i	i	6.9	i	i	i

Screens (PubChem BioAssay)
